Mtb BioA inh = BioA (M. tuberculosis) enzyme inhibition. purified M. tuberculosis BioA enzyme, plate reader. inhibition, % at 9.99 µM. hit rate 0.096% among 360,000; in the data active = inhibition above about 40%
GDH-TPI counter = GDH-TPI coupled enzyme inhibition counter-screen. GDH-TPI coupled enzyme counterscreen, NADH absorbance. inhibition, % at 4.8 µM. hit rate 1.2% among 360,000. AID 588335; in the data active = inhibition above about 30%;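 also: 0% = DMSO wells and 100% = wells lacking the enzyme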
MazEF act = activators of E. coli MazEF toxin-antitoxin RNase | FAM/BHQ RNA-DNA oligo cleavage fluorescence, 5 h | activation, % at 20 µM | hit rate 0.32% among 350,000 | AID 504720; in the data active = activation above about 50%
Target sequence (P0AE70 whole entry, looked up): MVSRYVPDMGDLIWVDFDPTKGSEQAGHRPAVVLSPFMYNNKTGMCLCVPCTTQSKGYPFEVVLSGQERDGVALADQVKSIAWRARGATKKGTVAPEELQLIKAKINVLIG
Vc quorum ag = quorum light induction in luxS cqsA deficient V. cholerae | V. cholerae BH1578 lux reporter, luminescence, 6 h | activation, % at 18.7 µM | hit rate 0.16% among 350,000 | AID 588436; in the data active = activation mostly above about 9.7%, no sharp cut-off; also: not every result past the cut was called active; inactives centre near 0; reference of the scale not given here
Mtb UGM inh = inhibitors of M. tuberculosis UDP-galactopyranose mutase | P9WIQ1 | purified UGM, fluorescence polarization probe displacement | inhibition, % at 10 µM | hit rate 0.06% among 320,000 | AID 504406; in the data active = inhibition above about 10%, passing the limit was not always enough
Target sequence (P9WIQ1 whole entry, looked up): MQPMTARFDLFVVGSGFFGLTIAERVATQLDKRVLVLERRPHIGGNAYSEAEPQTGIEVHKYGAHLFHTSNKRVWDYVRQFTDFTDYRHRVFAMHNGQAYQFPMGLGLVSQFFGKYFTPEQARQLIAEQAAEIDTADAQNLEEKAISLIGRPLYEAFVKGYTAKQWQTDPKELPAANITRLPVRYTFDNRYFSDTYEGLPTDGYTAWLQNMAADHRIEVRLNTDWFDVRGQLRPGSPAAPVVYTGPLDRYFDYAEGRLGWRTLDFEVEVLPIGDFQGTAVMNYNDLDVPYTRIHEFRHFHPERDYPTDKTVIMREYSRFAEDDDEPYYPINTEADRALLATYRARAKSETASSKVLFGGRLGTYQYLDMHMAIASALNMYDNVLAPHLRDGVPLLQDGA
PriA SSB inh = K. pneumoniae PriA-SSBct interaction inhibition; AID 1272365; AlphaScreen SSBct-PriA binding, biotinylated peptide; inhibition, % at 33 µM; hit rate 0.6% among 430,000; in the data active = inhibition mostly above about 37%, no sharp cut-off; inactive = mostly below about 20%;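 also: plate controls were negative control peptide for no effect and reference peptide for full effect; strong numbers were not always called active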
VHR inh abs = blocks human VHR1 dual specificity phosphatase; P51452; recombinant VHR phosphatase, pNPP absorbance; inhibition, % at 13.3 µM; hit rate 0.52% among 290,000; in the data active = inhibition above about 50%; also: some compounds called inactive have numbers as strong as hits
Target sequence (P51452 whole entry, looked up): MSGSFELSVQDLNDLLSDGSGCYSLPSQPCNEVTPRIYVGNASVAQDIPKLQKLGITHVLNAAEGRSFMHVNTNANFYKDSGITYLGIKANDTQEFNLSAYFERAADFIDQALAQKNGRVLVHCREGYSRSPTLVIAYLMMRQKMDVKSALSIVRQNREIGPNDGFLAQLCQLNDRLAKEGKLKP
Mtb FBA inh = Mtb fructose-bisphosphate aldolase inhibition; inhibition, % at 1 µM; P9WQA3; hit rate 2.3% among 360,000; purified M. tuberculosis FBA, fluorescence read-out; in the data active = inhibition above about 27%;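 also: 0% = vehicle and 100% = reference inhibitor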
Target sequence (P9WQA3 whole entry, looked up): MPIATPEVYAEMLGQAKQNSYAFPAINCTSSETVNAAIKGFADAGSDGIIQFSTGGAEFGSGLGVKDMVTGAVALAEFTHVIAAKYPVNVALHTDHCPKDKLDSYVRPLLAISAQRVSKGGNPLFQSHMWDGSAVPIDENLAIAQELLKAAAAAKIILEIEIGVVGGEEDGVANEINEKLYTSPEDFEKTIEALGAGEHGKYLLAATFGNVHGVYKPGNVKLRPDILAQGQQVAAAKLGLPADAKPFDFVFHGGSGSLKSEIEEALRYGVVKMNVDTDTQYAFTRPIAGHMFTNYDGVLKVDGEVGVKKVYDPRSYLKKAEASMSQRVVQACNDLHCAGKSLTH
3CLpro inhibitor = SARS-CoV 3CLpro protease inhibition; inhibition, % at 6 µM; P0C6X7; hit rate 0.14% among 290,000; AID 1706; recombinant SARS-CoV 3CLpro, quenched FRET peptide cleavage; in the data active = inhibition above about 12%
Rv3671c inh = Rv3671c (M. tuberculosis) protease inhibition. inhibition, % at 5.96 µM. hit rate 0.048% among 320,000; in the data active = inhibition above about 38%;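 also: extracellular domain of Rv3671c used as enzyme; 0% = enzyme with DMSO and 100% = no enzyme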
* = called active by the depositor; i = inactive; nt = no result given. A portion of the library, so the mix of outcomes need not match the whole.

The line under a structure holds: Mtb BioA inh	GDH-TPI counter	MazEF act	Vc quorum ag	Mtb UGM inh	PriA SSB inh	VHR inh abs	Mtb FBA inh	3CLpro inhibitor	Rv3671c inh
> CSc1ccccc1C(=O)NCC1CCCO1 (configuration not stated)
  -0.9	-10	1	-0.2	-3.3	-12	35	0	8	1
> CNC(=O)Cn1ncc2c3ccccc3n(C)c2c1=O
  -0.8	-4	3	-1.0	-1.8	-3	6	9	-4	5
> CCN(CC)c1ccc(/C=N/NC(=O)c2cnccn2)cc1
  nt	23	7	-0.2	nt	nt	20	-5	3	nt
> O=C(NC1CCCCC1)C(c1ccc2ncccc2c1)N(Cc1ccc2c(c1)OCO2)C(=O)c1ccc2c(c1)OCCO2 (configuration not stated)
  -1.0	-1	19	-0.5	-0.7	24	14	-4	4	-14
> CCCCCCCCCCCCN1[C@@H](CC(=O)OC)c2cc(F)ccc2S1(=O)=O
  -1.0	9	-5	i	-4.0	-15	nt	2	nt	-1
> CC1CCc2ccccc2N1C(=O)c1cccs1 (configuration not stated)
  1.2	-4	-3	i	-0.6	-9	7	5	-1	-1
> O=C(Cc1c(F)cccc1Cl)NNC(=S)Nc1ccc(S(=O)(=O)Nc2ncccn2)cc1
  -6.7	12	-1	-0.1	0.2	-19	10	3	-3	-4
> COc1cc(/C=N/O)cc(Br)c1OC
  7.5	-5	1	i	-0.1	nt	-7	-3	2	-2
> O=C(Cc1ccc(Cl)cc1)N/N=C/c1ccncc1
  4.2	6	3	-0.4	0.2	nt	17	-2	-3	0
> Cc1cccc(Cn2cc3c(=O)n(Cc4cccc(F)c4)nc-3c3ccccc32)c1
  -1.5	3	-2	i	0.5	-8	10	-2	-2	4
> CCn1c(=N)n(CC(=O)c2ccc(Br)s2)c2ccccc21
  0.5	3	17	i	-3.3	-8	8	2	6	-2
> COc1ccc(NC(=O)CCn2c(=S)[nH]c3ccccc3c2=O)cc1
  -1.1	16	0	-4.6	1.3	-1	8	1	-2	-6
> O=C(NCc1ccc(Cl)c(Cl)c1)c1cc(C2CCCCN2C(=O)c2cccs2)on1 (configuration not stated)
  -0.7	-5	nt	-0.3	nt	nt	nt	-2	nt	nt
> C=CCOc1ccccc1CNc1cccc(F)c1
  nt	7	-13	3.3	0.3	-35	-5	1	1	-15
> Cc1ccc(S(=O)(=O)N(C)/N=C/c2ccc(C(=O)O)cc2)cc1
  -2.5	2	-2	i	3.6	nt	8	0	-1	5
> Cc1cc[n+](CC(=O)c2ccccc2)c2ccccc12
  nt	6	11	-0.4	-0.3	6	35	2	2	10
> Cc1cc(/C=C2\NC(=O)NC2=O)c(C)n1-c1cccnc1
  0.2	45*	2	i	2.7	-7	13	0	3	10
> O=C(OCc1cn([C@@H]2C[C@H](c3ccccc3)N(Cc3cccs3)C[C@H]2O)nn1)c1ccccc1
  -0.7	4	3	-0.4	nt	nt	nt	-1	nt	nt
> O=C(Nc1c(S(=O)(=O)c2ccc(Cl)cc2)csc1Br)c1ccccc1Cl
  -0.5	3	-2	i	0.8	-20	-11	5	1	4
> COc1ccc(N(C(=O)c2ccco2)C(C(=O)NC2CCCC2)c2cccs2)c(OC)c1 (configuration not stated)
  0.0	-7	11	i	-2.8	3	-2	-6	0	-13
> COc1ccc(/C=C2\SC(=S)N(CCCC(=O)Nc3ccc(O)cc3)C2=O)cc1
  -1.1	25	-18	0.0	-0.2	4	2	-5	0	-4
> CC(C)C12CN3CCN(CC(C3)C1O)C2 (configuration not stated)
  1.7	12	9	-1.4	-1.8	-20	0	2	2	3
> CCOC(=O)N1CCC(NC(=O)Cn2nc(Cc3ccncc3)c3ccccc3c2=O)CC1
  -1.2	2	3	-0.6	-0.3	-6	5	5	-2	11
> O=c1sc(N2CCN(c3ccccc3F)CC2)nc2ccsc12
  -0.6	2	-3	-0.3	2.7	3	11	0	2	2
> CCc1ccccc1NC(=O)CNC(=O)c1cc(C2CC2)nc2c1cnn2C(C)C
  -0.6	5	4	i	0.5	-2	nt	37*	nt	0
> Cc1ccc(S(=O)(=O)N2CCOCC2)cc1C(=O)NCCCn1ccnc1
  -0.2	4	6	-0.2	0.6	-11	12	6	-1	8
> CCCN(CCC)C(=O)c1cn(C)c2ccc(S(=O)(=O)N3CCCC3)cc2c1=O
  0.5	21	-2	1.0	1.9	-9	-6	-2	2	9
> O=C(CC1C(=O)NCCN1Cc1cccc(F)c1F)NCCCC1CCCC1 (configuration not stated)
  -0.3	-3	8	i	2.2	-11	12	-2	-5	-15
> Fc1ccc(NC(=S)Nc2cccnc2)cc1Cl
  nt	2	-1	-0.5	-4.0	-9	14	-1	4	13
> CC(=O)c1cccc(Nc2nc(-c3sc(N)nc3C)cs2)c1
  1.6	12	5	-0.5	1.9	4	25	1	-3	7
> COc1ccc(C2SCCN2S(=O)(=O)c2ccc(NC(C)=O)cc2)cc1OC (configuration not stated)
  3.8	1	7	-0.3	-1.8	-2	7	0	-2	-6
> Cn1c(SCc2ccccc2)nnc1C1CCCNC1 (configuration not stated)
  15	-10	-2	i	-3.6	1	4	4	-5	-5
> COc1ccc(C2SCC(=O)N2c2nnc(C34CC5CC(CC(C5)C3)C4)s2)cc1 (configuration not stated)
  nt	-9	2	-0.2	-1.2	-16	26	-2	-2	-2
> O=C(/C=C/c1ccc([N+](=O)[O-])cc1)NC1CC2CCC1C2 (configuration not stated)
  nt	8	6	-0.5	-1.9	8	4	0	2	3
> O=C(NCCc1ccccc1)NC(Cc1ccccc1)C(=O)O (configuration not stated)
  0.2	9	9	i	2.0	-8	38	3	-1	nt
> CSc1oc(-c2ccccc2)nc1S(=O)(=O)c1ccc(C)cc1
  -0.2	7	-4	nt	-0.2	-26	-22	2	-1	-4
> COc1cc(OC)cc(C(=O)NC(=S)N(Cc2ccccc2)C(C)C)c1
  0.0	-2	2	i	-0.6	10	nt	2	5	6
> COc1ccccc1N1C(=O)C2CC(C)=C(C)CC2C1=O (configuration not stated)
  -0.3	-11	-2	5.6	-1.9	-14	8	-2	2	-6
> O=C(O)c1ccc(Br)cn1
  nt	8	0	-0.2	0.4	-3	36	-4	-1	-11
> COc1cccc(C(=O)NC2CCCc3ccccc32)c1OC (configuration not stated)
  -2.6	7	-4	i	7.1	-6	31	4	-2	1
> O=C(COC(=O)Cc1ccc(S(=O)(=O)N2CCOCC2)s1)Nc1ccccc1
  0.8	18	-14	i	0.0	-4	nt	3	nt	0
> COc1ccc(S(=O)(=O)Cc2ccc(C(=O)N3CCOCC3)o2)cc1
  -0.4	10	0	-0.1	-0.8	4	-9	7	-2	2
> CC(C)NC(=O)COC(=O)CNC(=O)c1cc(Cl)cc([N+](=O)[O-])c1
  -1.1	2	7	i	-2.5	-16	10	-3	1	-8
> COCCCNC(=O)CCCn1c(=O)c2ccccc2n(CC(=O)Nc2c(C)cccc2C)c1=O
  -3.6	1	3	-0.5	-1.7	-24	-20	-1	-1	4
> COc1cc(C)c(C(C)C)cc1S(=O)(=O)N1CCOCC1
  -0.2	4	3	i	0.8	-14	26	-8	0	-7

Molecules above containing an aryl thioether with sulfur outside any ring:
The line under a structure holds: Mtb BioA inh	GDH-TPI counter	MazEF act	Vc quorum ag	Mtb UGM inh	PriA SSB inh	VHR inh abs	Mtb FBA inh	3CLpro inhibitor	Rv3671c inh
> CSc1ccccc1C(=O)NCC1CCCO1 (configuration not stated)
  -0.9	-10	1	-0.2	-3.3	-12	35	0	8	1
> Cn1c(SCc2ccccc2)nnc1C1CCCNC1 (configuration not stated)
  15	-10	-2	i	-3.6	1	4	4	-5	-5
> CSc1oc(-c2ccccc2)nc1S(=O)(=O)c1ccc(C)cc1
  -0.2	7	-4	nt	-0.2	-26	-22	2	-1	-4

A section from the list above, for reference:
The line under a structure holds: Mtb BioA inh	GDH-TPI counter	MazEF act	Vc quorum ag	Mtb UGM inh	PriA SSB inh	VHR inh abs	Mtb FBA inh	3CLpro inhibitor	Rv3671c inh
> CSc1ccccc1C(=O)NCC1CCCO1 (configuration not stated)
  -0.9	-10	1	-0.2	-3.3	-12	35	0	8	1
> CNC(=O)Cn1ncc2c3ccccc3n(C)c2c1=O
  -0.8	-4	3	-1.0	-1.8	-3	6	9	-4	5
> CCN(CC)c1ccc(/C=N/NC(=O)c2cnccn2)cc1
  nt	23	7	-0.2	nt	nt	20	-5	3	nt
> O=C(NC1CCCCC1)C(c1ccc2ncccc2c1)N(Cc1ccc2c(c1)OCO2)C(=O)c1ccc2c(c1)OCCO2 (configuration not stated)
  -1.0	-1	19	-0.5	-0.7	24	14	-4	4	-14

Going on with the list.
The line under a structure holds: Mtb BioA inh	GDH-TPI counter	MazEF act	Vc quorum ag	Mtb UGM inh	PriA SSB inh	VHR inh abs	Mtb FBA inh	3CLpro inhibitor	Rv3671c inh
> CCN(CC(=O)Nc1ccccc1OC)C(=O)C1CCC1
  -1.7	-5	3	1.7	-1.7	-7	nt	0	nt	5
> Cn1cccc1CNC(=O)Nc1ccccc1
  -0.2	8	-6	-0.4	2.3	6	6	0	-1	2
> O=C(c1cc(COc2c(F)cccc2F)on1)N1CCN(C2CCCCC2)CC1
  -1.8	4	-26	i	-0.7	-4	19	-1	-1	4
> O=C(Cc1ccccc1)N1CCN(C/C=C/c2ccccc2)CC1
  nt	0	-1	0.5	3.4	13	36	1	3	-10
> Cn1c(-n2c(CCCN3C(=O)c4ccccc4C3=O)nc3ccccc3c2=O)nc2ccccc21
  -1.3	3	4	i	0.2	-6	10	-1	2	-1
> COC(=O)CC1(c2ccccc2)C(=O)c2ccccc2C1=O
  0.5	17	8	-0.2	4.9	-3	20	-1	-1	-9
> CC(=O)NC1(c2cccc(F)c2)CCN(CC(=O)NC2CCCCC2)CC1
  0.0	-5	2	0.2	0.8	-5	22	2	4	2
> COc1ccc(C(=O)c2c3ccc(C(F)(F)F)cc3[n+]([O-])n2CCCN)cc1
  1.1	22	18	0.6	0.3	16	nt	3	nt	1
> CC(Sc1nnnn1C)C(=O)Nc1ccccc1 (configuration not stated)
  nt	4	-20	-0.2	0.4	11	18	3	2	2
> COc1ccccc1OCC(=O)NNC(=O)c1cccs1
  0.2	-9	-3	i	-2.0	13	-7	-2	-6	-5
> Cc1ccc(CN(C)C(=O)c2cccc(S(=O)(=O)N3CCCC3)c2)o1
  1.3	0	6	-0.4	1.5	1	nt	0	nt	-3
> Cc1cc(NC(=O)C2CC=CCC2C(=O)O)no1 (configuration not stated)
  1.5	-13	4	-0.2	-1.6	-7	-8	6	5	5
> CCOC(=O)[C@H]1[C@H]2COc3ccc(C)cc3[C@@H]2N2C(=O)CN(Cc3ccc(C)cc3)C(=O)[C@@]12C
  -2.0	5	-1	-0.8	1.4	8	nt	0	nt	1
> Cc1ccc(NS(=O)(=O)c2ccc(Cl)c(NC(=S)NC(=O)C3CCCCC3)c2)cc1Cl
  nt	5	6	i	-0.2	-11	-11	-4	3	-244
> COc1ccc(-c2nc(C)sc2CC(=O)O)cc1
  0.0	8	0	0.8	-1.2	-3	31	4	4	-4
> Cc1ccc(COC(=O)CN2C(=O)NC3(CCCC3)C2=O)cc1
  0.6	5	9	i	1.5	0	nt	-2	nt	5
> O=S(=O)(Nc1cc(Sc2ncn[nH]2)c(O)c2ccccc12)c1ccccc1
  nt	-3	-17	0.9	nt	14	22	-3	10	nt

Of the compounds above, these have a furan ring, fused or not.
The line under a structure holds: Mtb BioA inh	GDH-TPI counter	MazEF act	Vc quorum ag	Mtb UGM inh	PriA SSB inh	VHR inh abs	Mtb FBA inh	3CLpro inhibitor	Rv3671c inh
> COc1ccc(N(C(=O)c2ccco2)C(C(=O)NC2CCCC2)c2cccs2)c(OC)c1 (configuration not stated)
  0.0	-7	11	i	-2.8	3	-2	-6	0	-13
> COc1ccc(S(=O)(=O)Cc2ccc(C(=O)N3CCOCC3)o2)cc1
  -0.4	10	0	-0.1	-0.8	4	-9	7	-2	2
> Cc1ccc(CN(C)C(=O)c2cccc(S(=O)(=O)N3CCCC3)c2)o1
  1.3	0	6	-0.4	1.5	1	nt	0	nt	-3
